CCR6 antagonist – CCR6 (human) receptor antagonism. inhibition, % at 20 µM. hit rate 0.49% among 340,000. P51684. CHO-K1 CCR6 PathHunter beta-arrestin, luminescence, CCL20-stimulated;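 active means compounds whose inhibition of the agonist-driven luminescence signal at 20 µM reaches about 50%, limit read from the data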;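 further: cells stimulated with CCL20 at 14 nM final; plate controls were DMSO with CCL20 for no effect and DMSO without agonist for full effect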
CXCR6 block – inhibitors of human CXCR6 receptor; inhibition, % at 20 µM; O00574; hit rate 0.36% among 360,000; CHO-K1 PathHunter CXCR6 beta-arrestin, luminescence; in the data active means inhibition above about 34%, passing the limit was not always enough;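 further: antagonist mode with CXCL16 agonist at 10 nM final; 0% = 10 nM CXCL16 with DMSO and 100% = unstimulated wells without agonist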
Gli-Sufu block – Gli-Sufu pathway antagonism | inhibition, % at 5 µM | hit rate 0.74% among 340,000 | Sufu-KO-LIGHT fibroblasts, Gli luciferase reporter luminescence | AID 588413;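 active means inhibition above about 55%, limit read from the data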;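 further: 0% = DMSO-treated cells and 100% = wells with medium but no cells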
EBI2 antag – antagonists of human EBI2 receptor | hit rate 0.81% among 360,000 | P32249 | inhibition, % at 5 µM | EBI2 beta-arrestin recruitment, luminescence, 7a,25-OHC stimulated; in the data active means inhibition above about 38%;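 further: enzyme fragment complementation signal reports receptor beta-arrestin coupling in cells; 0% = agonist plus DMSO wells and 100% = wells without agonist; some results beyond the cut were filed as inactive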
UPR XBP1 act – adaptive UPR (XBP1) activation; AID 463104; hit rate 0.33% among 330,000; CHO-XBP1 luciferase reporter, IRE1-XBP1 UPR activation, luminescence; percent of tunicamycin response, DMSO as zero; activation, % at 20 µM;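 active means versus positive control, 20 µM dose yields 30% or more activation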;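 further: 100% = tunicamycin at 10 µg/mL and 0% = DMSO only wells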
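Material – CHO cell line with stable XBP1 luciferase reporter · Buffer or medium – F12 plus 10% FBS · Compound – single point, 20 µM final compound, 1% DMSO · Schedule – 16-18 h cell attachment at 37 °C, then 6 h compound exposure · Signal – Steady-Glo luminescence read · Benchmarks – high control tunicamycin 10 µg/mL final, low control DMSO vehicle only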
Mdm2-MdmX inh – disrupts the human Mdm2-MdmX interaction. O15151+Q00987. SaOS-2 split-luciferase Mdm2/MdmX complementation, luminescence. inhibition, % at 8 µM. hit rate 3% among 330,000;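 active means inhibition of at least 50% at 8 µM in the primary screen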
Target sequence (O15151 whole entry, looked up): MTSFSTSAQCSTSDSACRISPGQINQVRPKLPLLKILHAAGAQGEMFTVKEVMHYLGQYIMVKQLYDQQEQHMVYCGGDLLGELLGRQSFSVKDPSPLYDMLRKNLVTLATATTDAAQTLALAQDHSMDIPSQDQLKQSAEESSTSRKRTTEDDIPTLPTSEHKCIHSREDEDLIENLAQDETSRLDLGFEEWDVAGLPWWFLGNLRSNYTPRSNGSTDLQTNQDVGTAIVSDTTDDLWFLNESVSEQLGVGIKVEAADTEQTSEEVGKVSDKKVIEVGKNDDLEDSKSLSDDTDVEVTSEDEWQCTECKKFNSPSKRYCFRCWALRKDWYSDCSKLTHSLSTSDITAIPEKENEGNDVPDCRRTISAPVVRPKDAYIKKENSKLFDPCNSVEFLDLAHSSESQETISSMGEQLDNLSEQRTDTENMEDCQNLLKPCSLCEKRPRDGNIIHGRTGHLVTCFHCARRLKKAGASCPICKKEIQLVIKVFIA
Target sequence (Q00987 whole entry, looked up): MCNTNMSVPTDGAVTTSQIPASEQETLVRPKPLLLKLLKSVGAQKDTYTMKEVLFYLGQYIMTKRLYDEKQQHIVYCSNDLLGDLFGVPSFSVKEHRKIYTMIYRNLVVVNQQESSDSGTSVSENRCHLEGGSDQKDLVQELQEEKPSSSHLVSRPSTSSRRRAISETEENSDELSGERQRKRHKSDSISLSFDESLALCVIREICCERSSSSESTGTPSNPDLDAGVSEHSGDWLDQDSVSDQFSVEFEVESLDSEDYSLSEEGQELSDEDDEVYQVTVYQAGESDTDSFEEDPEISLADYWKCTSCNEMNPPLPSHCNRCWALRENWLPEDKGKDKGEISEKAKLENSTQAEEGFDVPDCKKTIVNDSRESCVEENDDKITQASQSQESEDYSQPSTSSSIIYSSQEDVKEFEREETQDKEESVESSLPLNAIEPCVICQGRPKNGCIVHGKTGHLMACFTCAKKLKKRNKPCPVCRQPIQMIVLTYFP
Jurkat NFkB inh – inhibitors of the PMA/ionomycin-induced NF-kB reporter in Jurkat cells. inhibition, % at 4 µM. hit rate 0.53% among 330,000. PMA/ionomycin-induced NF-kB luciferase reporter, luminescence. AID 435003; in the data active means inhibition above about 50%
697 NFkB inh – lowers PMA/ionomycin-induced NF-kB signal in 697 B cells | AID 435022 | inhibition, % at 4 µM | hit rate 0.33% among 330,000 | 697 B-cell NF-kB luciferase reporter, 16 h; in the data active means inhibition above about 35%
CHOP UPR activ – activators of apoptotic arm of unfolded protein response (CHOP); activation, % at 10 µM; AID 449763; CHO-CHOP luciferase reporter, UPR activation, luminescence; percent of tunicamycin response over DMSO baseline; hit rate 0.34% among 330,000;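 active means at 10 µM dose, activation of 40% or more, normalized to positive control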;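 further: 100% = tunicamycin at 10 µg/mL and 0% = DMSO alone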
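Dosing – one dose, 10 µM in 0.5% DMSO · System – CHO-CHOP cells, stable luciferase reporter of PERK-eIF2a-CHOP signalling · Input – 500 cells/well · Control set – tunicamycin 10 µg/mL final as positive, DMSO-only wells as negative · Timing – 6 h compound treatment, 37 °C · Measure – % activation vs tunicamycin · Technique – luminescence read with Steady-Glo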
* marks the source's active call; other numbers are inactive results; / = not tested or not shown.

SMILES	CCR6 antagonist	CXCR6 block	Gli-Sufu block	EBI2 antag	UPR XBP1 act	Mdm2-MdmX inh	Jurkat NFkB inh	697 NFkB inh	CHOP UPR activ
Cc1noc(C)c1C(=O)NC(C)C12CC3CC(CC(C3)C1)C2 (configuration not stated)	-5	11	33	3	0	18	-12	-19	-1.1
C/C(=N\NC(=O)c1ccc(O)cc1)c1cc2ccccc2o1	17	0	-18	2	6	-64	-39	-20	2.4
CCCCC(=O)Nc1sc(C(=O)N(CC)CC)c(C)c1C(=O)OC	5	-2	4	-3	5	4	8	17	0.2
Cc1cccc2c1N1C(=O)c3c(C(=O)O)cccc3C1CC2C (configuration not stated)	-8	8	28	-7	-3	-8	-13	10	-0.8
O=C(CC1(O)C(=O)Nc2ccccc21)c1ccccc1 (configuration not stated)	-13	-1	-17	-10	-2	14	-1	8	1.2
Cc1cc(C(=O)Nc2nc(C)c(C(=O)N(C)C)s2)ccc1[N+](=O)[O-]	18	8	-48	-2	/	/	/	/	/
CCOc1cc(/C=C/c2cccc[n+]2C)ccc1O	18	-2	2	5	-5	4	-6	-15	1.7
CCN(CC(=O)Nc1ccccc1C(F)(F)F)C(=O)c1cc2c(s1)CCCCC2	11	2	-7	1	-4	7	11	-4	1.5
CC(C)c1ccc(Nc2nnc(SCC(=O)c3nnc(-c4ccccc4)o3)s2)cc1	19	-20	-80	-14	/	/	/	/	/
COC(=O)[C@]1(C)N[C@H](CN(C)S(=O)(=O)c2ccccc2)[C@@H]2C(=O)N(Cc3ccccc3)C(=O)[C@@H]21	9	-4	9	-8	-3	10	-2	-6	-0.9
CC(NC(=O)c1ccccc1F)C12CC3CC(CC(C3)C1)C2 (configuration not stated)	8	-4	-9	-11	2	6	-24	2	-0.7
COc1ccc(S(=O)(=O)CCc2nnc(NC(=O)c3ccc(F)cc3)s2)cc1	11	-8	-16	-3	-2	-4	5	12	2.5
N#Cc1c(SCC(=O)Nc2nc3ccc(Br)cc3s2)sc2c(O)cc(=O)[nH]c12	14	0	10	-4	-2	2	5	-1	-0.5
Cn1nc(C(C)(C)C)cc1NC(=O)Nc1ccc(Cl)cc1	-1	4	15	6	-2	21	1	-2	-0.8
CCOC(=O)/C=C1\SCC(=O)N1CC(=O)NC(C)c1ccccc1 (configuration not stated)	8	1	1	-7	0	5	18	3	2.1
COc1ccc(C2CC(c3cccs3)=NN2S(C)(=O)=O)cc1 (configuration not stated)	13	-9	-21	-1	0	-32	-7	-16	2.2
Cc1ccc(S(=O)(=O)N2CCN(C(=O)C3CC3C)CC2)c(C)c1 (configuration not stated)	-8	4	-1	-12	-1	1	-3	5	0.9
NS(=O)(=O)c1ccc(CNC(=O)C2CCCN2C(=O)c2cccs2)cc1 (configuration not stated)	11	-12	5	0	-2	-2	6	4	-0.7
COc1ccc(/C=C/C(=O)c2c(C)nc3ccccn23)cc1	10	8	6	6	7	-44	-41	-24	5.1
O=C(c1cc(-c2cccc(Cl)c2)on1)N1CCCC1	12	2	-30	-6	-1	-44	-56	-60	7.1

Reformatted with bars between the fields: entries from further up
structure | CCR6 antagonist | CXCR6 block | Gli-Sufu block | EBI2 antag | UPR XBP1 act | Mdm2-MdmX inh | Jurkat NFkB inh | 697 NFkB inh | CHOP UPR activ
Cc1noc(C)c1C(=O)NC(C)C12CC3CC(CC(C3)C1)C2 (configuration not stated) | -5 | 11 | 33 | 3 | 0 | 18 | -12 | -19 | -1.1
C/C(=N\NC(=O)c1ccc(O)cc1)c1cc2ccccc2o1 | 17 | 0 | -18 | 2 | 6 | -64 | -39 | -20 | 2.4
CCCCC(=O)Nc1sc(C(=O)N(CC)CC)c(C)c1C(=O)OC | 5 | -2 | 4 | -3 | 5 | 4 | 8 | 17 | 0.2
Cc1cccc2c1N1C(=O)c3c(C(=O)O)cccc3C1CC2C (configuration not stated) | -8 | 8 | 28 | -7 | -3 | -8 | -13 | 10 | -0.8
O=C(CC1(O)C(=O)Nc2ccccc21)c1ccccc1 (configuration not stated) | -13 | -1 | -17 | -10 | -2 | 14 | -1 | 8 | 1.2
Cc1cc(C(=O)Nc2nc(C)c(C(=O)N(C)C)s2)ccc1[N+](=O)[O-] | 18 | 8 | -48 | -2 | / | / | / | / | /
CCOc1cc(/C=C/c2cccc[n+]2C)ccc1O | 18 | -2 | 2 | 5 | -5 | 4 | -6 | -15 | 1.7
CCN(CC(=O)Nc1ccccc1C(F)(F)F)C(=O)c1cc2c(s1)CCCCC2 | 11 | 2 | -7 | 1 | -4 | 7 | 11 | -4 | 1.5
CC(C)c1ccc(Nc2nnc(SCC(=O)c3nnc(-c4ccccc4)o3)s2)cc1 | 19 | -20 | -80 | -14 | / | / | / | / | /
COC(=O)[C@]1(C)N[C@H](CN(C)S(=O)(=O)c2ccccc2)[C@@H]2C(=O)N(Cc3ccccc3)C(=O)[C@@H]21 | 9 | -4 | 9 | -8 | -3 | 10 | -2 | -6 | -0.9
CC(NC(=O)c1ccccc1F)C12CC3CC(CC(C3)C1)C2 (configuration not stated) | 8 | -4 | -9 | -11 | 2 | 6 | -24 | 2 | -0.7
COc1ccc(S(=O)(=O)CCc2nnc(NC(=O)c3ccc(F)cc3)s2)cc1 | 11 | -8 | -16 | -3 | -2 | -4 | 5 | 12 | 2.5

(listing goes on)
SMILES	CCR6 antagonist	CXCR6 block	Gli-Sufu block	EBI2 antag	UPR XBP1 act	Mdm2-MdmX inh	Jurkat NFkB inh	697 NFkB inh	CHOP UPR activ
Cc1ccc(C2(c3ccccc3)NC(=O)N(CC(=O)NCc3ccco3)C2=O)cc1C (configuration not stated)	5	-4	12	7	2	14	3	7	-2.4
N#CCCCSc1nnc(-c2ccccn2)o1	-3	-2	-22	-10	-2	0	-28	-15	0.6
CN(C)CCCN1C(=O)c2cccc3cccc(c23)C1=O	7	-1	1	9	-6	-10	-27	13	2.1
Cc1cc(C)cc(NC(=O)c2nnn(Cc3cc(C)ccc3C)c2N)c1	1	-13	12	23	0	0	-8	38*	1.3
CC1=CCC(C(=O)O)(C(=O)N/N=C/c2cccs2)C(c2ccc(F)cc2)C1 (configuration not stated)	-3	-2	-3	-18	-1	3	-5	-7	-0.3
CCNC(=O)c1c(O)c2cccc3c2n(c1=O)CC3	-8	0	-11	-5	5	80*	9	-7	2.9
NC(=O)C1(NC(=O)[C@@H]2CC3(CC(c4cccc(NC(=O)c5cc([N+](=O)[O-])cc([N+](=O)[O-])c5)c4)=NO3)CN2C(=O)c2ccccc2)CC1 (some centres not stated)	-3	-19	-14	-26	-3	11	-7	-9	-0.2
COc1ccc(S(=O)(=O)N2CCN(C(=O)Cc3cccs3)CC2)cc1	6	1	-6	-8	1	7	9	-7	0.3
Cc1ccc(C2=NN(C(=O)CN3C(=O)c4ccccc4S3(=O)=O)C(c3ccco3)C2)cc1 (configuration not stated)	-3	2	6	-29	-2	14	-2	1	0.4
CN(CC(=O)Nc1cccc(F)c1)C(=O)C1CCC(C(=O)N(C)CC(=O)Nc2cccc(F)c2)CC1 (configuration not stated)	17	5	-4	2	/	/	/	/	/
COc1ccc(N(CC2CO2)S(=O)(=O)c2ccccc2)cc1 (configuration not stated)	4	-4	9	4	0	-14	5	12	0.7
O=C(COc1ccc(Br)cc1)N1CCc2ccccc21	9	5	-39	5	7	-56	-81	-56	5.3
C=CCNC(=O)COC(=O)C1CCN(S(=O)(=O)c2ccc3c(c2)OCCO3)CC1	-3	-4	-10	-7	-3	3	-7	-28	1.1
CC(=O)Nc1ccc(SCC(=O)c2c(N)n(Cc3ccccc3)c(=O)n(C)c2=O)cc1	2	2	-7	-17	-1	-1	4	1	1.3
Cc1ccc(NC(=O)C(C)OC(=O)c2ccc(NC(=O)CC#N)cc2)cc1S(=O)(=O)N1CCOCC1 (configuration not stated)	-2	-4	-10	3	0	-2	4	-18	3.4
COc1cc(C(=O)Nc2nnc(SC)s2)c([N+](=O)[O-])cc1OC	-9	0	3	-3	-3	9	0	6	26
Cc1cccc(C(=O)N/N=C/c2coc3ccccc3c2=O)c1	-12	-7	-13	-7	-4	21	-3	-14	1.9
N#CC1=C(N)N(c2ccc(Oc3ccccc3)cc2)C(=O)C1	17	-3	-1	-6	2	5	-11	18	-1.0
CC(C)n1c(NCCc2ccccc2)nc2c1c(=O)n(C)c(=O)n2C	0	-7	51	2	8	33	23	-58	3.4
CC1CCCN(C(=O)Cn2nnc(-c3ccccc3F)n2)C1 (configuration not stated)	11	4	-25	-3	-4	3	-25	-23	2.2
COc1ccccc1NC(=O)c1cnc2n(c1=O)CCS2	16	2	-28	-3	3	8	-18	-14	6.9
Cc1cc(C)nc(Nc2ccccc2Cl)n1	6	-3	10	7	-1	8	-1	14	0.5
COc1ccc(C)cc1NC(=O)CCc1c(C)nn(-c2ccc(N3CCCCC3)nn2)c1C	-13	-1	-42	3	-2	-44	-20	-65	5.9
Cc1ccc(S(=O)(=O)NC(=O)c2cc(C)n(-c3ccc(N(C)C)cc3)c2C)cc1	3	-13	-15	0	1	-11	-20	-20	1.9
COc1cc(C2NC(=S)NC(O)(C(F)(F)F)C2C(=O)c2cccs2)cc(OC)c1O (configuration not stated)	4	1	-28	-8	-3	-5	-14	-52	1.2
Cc1[nH]n(-c2ccc(Cl)cc2)c(=O)c1/C=N/c1nnc(-c2ccccc2)s1	11	-12	-11	8	0	-2	-6	-24	2.4
CNC(=O)c1sc(Nc2ccc(OCc3ccccc3)cc2)nc1C	-8	-8	-4	-11	-1	-5	12	-39	2.9
COc1ccc(NC2=C(Cl)C(=O)N(c3ccccc3)C2=O)c(OC)c1	15	6	6	3	0	16	-2	2	1.1
COc1cccc(C(=O)NC(C)c2ccc(-c3ccccc3)cc2)c1OC (configuration not stated)	11	-3	-18	-7	-4	10	-6	4	1.6
O=C(O)c1ccc2c(c1)C(=O)N(c1cccc(S(=O)(=O)Nc3cccc(C(F)(F)F)c3)c1)C2=O	6	8	10	-4	-1	-2	-6	-20	0.1
COC(=O)/C(C#N)=C/c1c(N2CCN(c3ccccc3)CC2)nc2ccccn2c1=O	15	8	2	15	1	1	-7	-7	1.1
COc1ccccc1-c1noc(-c2ccccc2C(=O)Nc2ccccc2)n1	34	-13	5	-4	-3	16	-9	0	-0.3
CN1CCN(C(=S)C(=O)Nc2ccccc2)CC1	4	0	15	7	-4	-1	-6	14	-0.4
CS(=O)(=O)N(Cc1cccc(CN(C(C(=O)O)c2ccccc2)S(C)(=O)=O)c1)C(C(=O)O)c1ccccc1 (configuration not stated)	-5	-5	-4	-5	0	-4	-5	-1	-1.3
Cn1c(CCc2ccccc2)n[nH]c1=S	8	-3	-7	-6	-5	-7	3	-20	-0.9
O=C(Nc1ccc(Cc2ccc(NC(=O)C3CC3)cc2)cc1)C1CC1	-6	-1	-5	1	4	57*	-17	-4	2.9
